LYPLA1 counter – LYPLA1 inhibitors, primary screen, counter-screen for PME1 inhibitor project, biochemical, fluorescence polarization, FP-Rh probe ABPP; AID 2174, 2009; inhibition, % at 5.9 µM; 320,000 compounds, 0.16% hits; Acyl-protein thioesterase 1 (Homo sapiens), O75608; recombinant LYPLA1;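 active = inhibition above the mean of all tested compounds plus 3 SD, set per campaign, cut at about 14% in these data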;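 note: inhibitors block serine hydrolase probe labeling of LYPLA1 so polarization falls; 0% = enzyme with DMSO and 100% = wells lacking LYPLA1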
Target sequence (O75608 whole entry, looked up): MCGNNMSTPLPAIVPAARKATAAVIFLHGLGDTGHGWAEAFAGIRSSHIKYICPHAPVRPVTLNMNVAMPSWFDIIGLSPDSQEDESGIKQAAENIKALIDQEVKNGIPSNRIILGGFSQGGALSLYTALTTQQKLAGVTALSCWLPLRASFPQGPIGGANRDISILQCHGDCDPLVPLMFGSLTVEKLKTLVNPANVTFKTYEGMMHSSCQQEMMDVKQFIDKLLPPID
EBNA-1 inh – EBNA-1 DNA-binding inhibitors, primary screen, biochemical, fluorescence polarization. inhibition, % at 14.8 µM. 300,000 compounds, 0.34% hits; in the data active = inhibition above about 28%
LYPLA2 counter – LYPLA2 inhibitors, primary screen, counter-screen for PME1 inhibitor project, biochemical, fluorescence polarization, FP-Rh probe ABPP. Acyl-protein thioesterase 2 (Homo sapiens), O95372. recombinant LYPLA2. inhibition, % at 5.9 µM. 320,000 compounds, 0.38% hits. AID 2177, 2009;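 active = inhibition above the screen-wide mean plus 3 SD, limit set per campaign, cut at about 26% in these data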;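 note: 0% = LYPLA2 with DMSO and 100% = wells lacking LYPLA2 enzyme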
Target sequence (O95372 whole entry, looked up): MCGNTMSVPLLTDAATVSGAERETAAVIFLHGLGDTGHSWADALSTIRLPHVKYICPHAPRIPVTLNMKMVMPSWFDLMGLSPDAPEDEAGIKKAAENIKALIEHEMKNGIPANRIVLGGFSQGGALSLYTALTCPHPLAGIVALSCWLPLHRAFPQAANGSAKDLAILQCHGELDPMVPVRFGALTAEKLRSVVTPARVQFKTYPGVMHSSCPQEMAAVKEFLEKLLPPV
pPAFAH FP inh – pPAFAH enzyme inhibitors, primary screen, biochemical, fluorescence polarization, human. 330,000 compounds, 1.5% hits. recombinant pPAFAH, FP-rhodamine probe fluorescence polarization. inhibition, % at 3.39 µM;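 active = inhibition above the mean inhibition across the screen plus 3 SD, cut at about 25% in these data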;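 note: inhibitors block binding of the rhodamine activity-based probe so polarization drops; 0% = enzyme with DMSO and 100% = wells lacking pPAFAH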
PAFAH1B3 inh – PAFAH1B3 enzyme inhibitors, primary screen, biochemical, fluorescence polarization, human; AID 492972, 2010; recombinant PAFAH1B3, FP-rhodamine probe; Platelet-activating factor acetylhydrolase IB subunit alpha1 (Homo sapiens), Q15102; inhibition, % at 3.39 µM; 340,000 compounds, 0.28% hits;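 active = inhibition above the screen-wide average of all tested compounds plus 3 SD, cut at about 25% in these data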;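 note: 0% = enzyme with DMSO only and 100% = wells lacking PAFAH1B3 protein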
Target sequence (Q15102 whole entry, looked up): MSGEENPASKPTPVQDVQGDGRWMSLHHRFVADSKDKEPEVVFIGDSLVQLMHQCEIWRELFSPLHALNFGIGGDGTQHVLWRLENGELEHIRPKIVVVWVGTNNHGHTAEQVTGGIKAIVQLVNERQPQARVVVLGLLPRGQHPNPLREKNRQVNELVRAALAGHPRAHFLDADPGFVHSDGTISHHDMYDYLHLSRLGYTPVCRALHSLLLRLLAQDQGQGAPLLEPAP
PREPL inhibitor – PREPL enzyme inhibitors, primary screen, biochemical, fluorescence polarization; Prolyl endopeptidase-like (Homo sapiens), Q4J6C6; recombinant PREPL, fluorescence polarization activity-based probe; inhibition, % at 5.96 µM; 320,000 compounds, 0.68% hits; in the data active = inhibition above about 43%;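 note: 0% = enzyme with DMSO and 100% = wells lacking enzyme; many of its hits are not listed in these tables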
PAFAH1B2 FP inh – PAFAH1B2 enzyme inhibitors, primary screen, biochemical, fluorescence polarization, human | Platelet-activating factor acetylhydrolase IB subunit alpha2 (Homo sapiens), P68402 | recombinant PAFAH1B2, FP-rhodamine activity probe | inhibition, % at 3.39 µM | 340,000 compounds, 1.2% hits;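 active = inhibition above the mean of all tested compounds plus 3 SD, cut at about 24% in these data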;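 note: 0% = enzyme with DMSO and 100% = wells lacking PAFAH1B2; many of its hits are not listed in these tables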
PAFAH2 inh – PAFAH2 enzyme inhibitors, primary screen, biochemical, fluorescence polarization, human | Platelet-activating factor acetylhydrolase 2, cytoplasmic (Homo sapiens), Q99487 | recombinant PAFAH2, FP-rhodamine activity probe | inhibition, % at 3.39 µM | AID 492956, 2010 | 340,000 compounds, 0.99% hits;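 active = inhibition above the mean over all tested compounds plus 3 SD, cut at about 30% in these data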;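 note: inhibitors block probe labeling of enzyme so polarization drops; 0% = enzyme with DMSO and 100% = wells lacking PAFAH2 protein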
ZTA DNA inh – counter-screen for EBNA-1 inhibitors: inhibitors of Epstein-Barr virus ZTA; P03206; ZTA-DNA binding, fluorescence polarization; inhibition, % at 11 µM; 320,000 compounds, 0.15% hits; in the data active = inhibition above about 33%
Target sequence (P03206 whole entry, looked up): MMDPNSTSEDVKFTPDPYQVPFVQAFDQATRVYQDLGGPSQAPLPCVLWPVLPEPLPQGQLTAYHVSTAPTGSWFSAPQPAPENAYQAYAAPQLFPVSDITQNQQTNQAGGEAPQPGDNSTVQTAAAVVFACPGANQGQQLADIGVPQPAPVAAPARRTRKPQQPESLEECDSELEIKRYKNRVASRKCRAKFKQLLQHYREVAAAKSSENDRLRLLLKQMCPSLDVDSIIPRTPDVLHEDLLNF
Starred values were filed as active, the others as inactive; · = not tested or not shown.

SMILES | LYPLA1 counter | EBNA-1 inh | LYPLA2 counter | pPAFAH FP inh | PAFAH1B3 inh | PREPL inhibitor | PAFAH1B2 FP inh | PAFAH2 inh | ZTA DNA inh
Nc1cccc2c1C(=O)N(CCOc1ccccc1F)C2=O | 1 | -2 | 5 | -3 | 0 | -5 | 2 | -6 | -6
COc1cccc(N2CC(NS(=O)(=O)c3cccnc3)CC2=O)c1 (stereo not given) | 1 | 5 | 1 | 3 | 0 | 19 | 10 | -5 | 6
Cc1ccc(NC(=O)c2cccs2)cc1NC(=O)c1ccc(F)cc1 | 1 | 5 | 4 | 4 | 3 | 2 | 3 | -3 | 4
COc1ccc(C(=O)NCCCCCCNC(=O)c2ccc(OC)cc2)cc1 | -3 | 14 | -1 | -1 | 8 | -11 | -1 | -5 | 7
CCN(CC)S(=O)(=O)c1ccc2oc(Nc3ccc(OC)cc3OC)nc2c1 | 1 | 4 | 5 | 13 | 4 | 11 | 2 | -2 | 5
CCCSc1nnc(CNS(=O)(=O)c2ccc(C)cc2)n1C | -2 | 4 | 2 | 7 | 15 | -1 | 4 | -6 | 11
O=C(CSc1nnnn1-c1ccc(F)cc1)Nc1ccc(N2CCOCC2)c(Cl)c1 | 0 | 0 | 1 | 14 | 6 | 12 | 1 | -3 | 12
CCC(=O)c1c(NC(CC)CO)cc(C)oc1=O (stereo not given) | 2 | -3 | 4 | 5 | 5 | 11 | 5 | 1 | -22
O=C(Nn1c(C2CCCCC2)nc2ccccc2c1=O)c1ccc([N+](=O)[O-])cc1 | 1 | 6 | 1 | 3 | 4 | -3 | -1 | 8 | 11
CC(=O)c1cccc(NC(=O)N[C@@H](CC(C)C)C(=O)O)c1 | 2 | 5 | -1 | 2 | 8 | 6 | 4 | -5 | 13
COc1cccc(N(C(=O)CS(=O)CC(=O)Nc2ccc(F)cc2)C(C(=O)NC2CCCCC2)c2cccs2)c1 (stereo not given) | -2 | 10 | -5 | 3 | -5 | 7 | -3 | -22 | 6
Cn1c(CNC(=O)c2ccc(Cl)cc2)nnc1SCC(=O)Nc1sc2c(c1C#N)CCCC2 | 0 | 5 | 7 | 4 | 3 | 7 | 26* | -1 | 3
COc1ccccc1N1CCN(C2CCCN(C(=O)c3cc(C4CC4)on3)C2)CC1 (stereo not given) | 2 | 8 | 1 | 5 | 0 | 7 | 7 | -8 | 13
O=C(COC(=O)C(Cc1ccccc1)NC(=O)c1ccco1)NC1CC1 (stereo not given) | 4 | -4 | 4 | 6 | -2 | -9 | 1 | 4 | 4
CCOC(=O)C1(c2nc(N)cs2)COC(=O)C1 (stereo not given) | -3 | 21 | 1 | 2 | 8 | -7 | 7 | 5 | 24
O=C(O)C1SCCN1S(=O)(=O)c1ccc2ccccc2c1 (stereo not given) | 0 | 2 | 0 | 2 | 7 | 8 | 14 | 1 | -1
Cc1cccc(N2C(S)=C(C#N)C(=O)NC2c2cccs2)c1 (stereo not given) | -1 | -8 | 1 | 2 | 7 | -2 | 30* | 3 | 1
CC1CCCCC1NC(=S)Nc1ccc(SC(F)F)cc1 (stereo not given) | -11 | 10 | -13 | 0 | -6 | -7 | -1 | 1 | -2
COc1cc(/C=C/C(=O)OCC(=O)Nc2ccccc2Cl)cc(OC)c1OC | -4 | 26 | -3 | -3 | 7 | 5 | 6 | 10 | -6
COc1cc(NC(=O)CNC(c2ccccc2)c2ccccc2)cc(OC)c1OC | -1 | -12 | 5 | 5 | 0 | 11 | 1 | 0 | -12
CCc1cc2c(=O)c(-c3ccc4c(c3)OCCO4)coc2c(CN2CCCCC2C)c1O (stereo not given) | -3 | -4 | -2 | 16 | 2 | 10 | 2 | -4 | 7
CCS(=O)(=O)c1ccc(O)c(NC(=O)COc2ccc(Cl)cc2)c1 | 0 | 2 | 0 | 11 | -5 | 0 | 16 | 76* | 8
Cc1onc(-c2ccccc2Cl)c1C(=O)N1CCOC12CCN(c1cccc(F)n1)CC2 | -3 | -8 | 1 | 2 | 11 | -16 | 5 | 6 | 3
Cn1cc(CN2CC3C[C@@H]4CC2C[C@H](C3)C4)c(-c2ccc3c(c2)OCCO3)n1 | -5 | -8 | 2 | 2 | 13 | 11 | 8 | 1 | 0
Cc1cc(C(=O)OCC(=O)NCCC(C)C)c2ccccc2n1 | 1 | -8 | 2 | -2 | -4 | 13 | -1 | -3 | -15
(cont.)
SMILES | LYPLA1 counter | EBNA-1 inh | LYPLA2 counter | pPAFAH FP inh | PAFAH1B3 inh | PREPL inhibitor | PAFAH1B2 FP inh | PAFAH2 inh | ZTA DNA inh
O=C(CNC1CCCCCC1)c1cccs1 | -2 | 4 | 1 | 2 | 5 | 2 | 2 | 6 | -2
COc1cccc(NC(=O)c2ccccc2-c2ccccc2C(=O)O)c1 | 0 | 9 | 1 | 0 | 4 | -6 | 6 | -2 | 5
COc1ccc(NC(=O)CCNS(=O)(=O)c2ccc(NC(C)=O)cc2)cc1Cl | -1 | -2 | 2 | 1 | 0 | -6 | 0 | -3 | -7
C[C@H](NC(=O)OC(C)(C)C)c1nnc(SCC(=O)Nc2cccc(Cl)c2)o1 | -3 | -4 | -1 | 0 | -6 | -23 | 2 | 5 | 9
CC(C)(C)OC(=O)NN=C(c1ccc(O)cc1)c1ccc(O)cc1 | 1 | 7 | 0 | 10 | 2 | 0 | 18 | -2 | 8
C=CCc1cc(Cl)ccc1OCCNCCOC | 2 | 11 | -3 | 0 | -7 | 1 | -5 | 3 | 6
O=c1nc2ccccc2c2n1CC(CN1CCN(c3ccccc3F)CC1)N2 (stereo not given) | 4 | 9 | 9 | 2 | -3 | 21 | -4 | 2 | 4
Cc1ccc(NC(=O)C(C)Sc2nnc(-c3cccnc3)o2)cc1 (stereo not given) | 0 | 11 | 3 | -2 | -1 | 2 | 1 | 1 | 1
CN1CC(=O)N(C)c2ncn(Cc3ccccc3)c2C1=O | 2 | 6 | 1 | -1 | 4 | 9 | -3 | 0 | 1
Cc1c(C(=O)OCC(=O)Nc2c(C)n(C)n(-c3ccccc3)c2=O)cccc1[N+](=O)[O-] | 0 | 2 | -1 | 2 | 4 | -4 | 2 | -5 | 22
Cc1cccc(OCCCC(=O)O)c1C | -3 | -10 | -6 | 5 | -7 | 2 | 3 | 2 | -3
CCC1CCCCN1Cc1ccc(OC)c(OC)c1 (stereo not given) | 3 | 11 | -1 | -1 | -2 | 8 | 1 | -5 | 3
Cc1c(NC(=O)COC(=O)C23CC4CC(CC(Br)(C4)C2)C3)c(=O)n(-c2ccccc2)n1C | -5 | 14 | -9 | 2 | 11 | 2 | 26* | 5 | -1
Oc1cc2c(cc1O)C(c1ccccc1)CNCC2 (stereo not given) | -4 | 3 | -6 | 2 | 6 | 7 | -2 | -5 | -5
CC1(C)CC(=O)c2cnc(N3CCN(c4ccccc4)CC3)nc2C1 | 1 | 2 | 1 | 0 | -2 | 2 | 1 | 6 | 3
Cc1ccc(C(=O)NC(NCc2ccccc2)C(Cl)(Cl)Cl)cc1 (stereo not given) | 1 | -3 | 8 | -2 | 2 | 1 | 2 | -2 | 5
S=c1nccc(-c2ccc3c(c2)CCO3)[nH]1 | -6 | -4 | -7 | 2 | -4 | -5 | 0 | 1 | 9
CC(Oc1ccc(Br)cc1Br)C(=O)NC1CCCC1 (stereo not given) | 0 | -3 | 1 | 2 | · | -19 | · | · | -26
Cc1ccc(NCC(=O)Nc2cccc(F)c2)cc1S(=O)(=O)N1CCCCCC1 | -1 | 3 | 0 | 9 | 5 | 15 | 0 | 7 | 3
CCN(CC)C(=O)Cn1cnc2sc(C(=O)N3CCN(Cc4ccc5c(c4)OCO5)CC3)c(C)c2c1=O | 0 | -13 | 4 | 5 | 7 | 16 | 6 | 10 | -17
Cc1ccc2nsnc2c1NS(=O)(=O)c1c(C)ccc2nsnc12 | 0 | 2 | 4 | 7 | 9 | 7 | 6 | 6 | -11
O=C(Cn1cc2c(n1)CCCCC2)Nc1ccccc1Cl | -2 | -12 | 0 | -2 | -2 | -3 | 1 | 8 | -2
O=C(CCC(=O)Nc1ccccc1Cl)NNC(=O)NC1CCCCC1 | 0 | 4 | 6 | 0 | 2 | -3 | -1 | -4 | 4
CC(=O)OCC(=O)[C@@]12OC(C)(C)O[C@@H]1C[C@H]1[C@@H]3C[C@H](F)C4=CC(=O)C=C[C@]4(C)[C@@]3(F)[C@@H](O)C[C@@]12C | -2 | -4 | 3 | 1 | · | 0 | · | · | -7
O=C(Nc1cnccn1)c1ccncc1 | 1 | 6 | 0 | 1 | 1 | 1 | 1 | 0 | -6
CC(C)Oc1ccccc1C1CC(=O)Nc2cc3c(cc21)OCO3 (stereo not given) | 1 | -5 | 1 | -1 | 5 | 0 | 10 | -4 | 5

Among those listed so far, these contain two or more sulfur atoms:
SMILES | LYPLA1 counter | EBNA-1 inh | LYPLA2 counter | pPAFAH FP inh | PAFAH1B3 inh | PREPL inhibitor | PAFAH1B2 FP inh | PAFAH2 inh | ZTA DNA inh
CCCSc1nnc(CNS(=O)(=O)c2ccc(C)cc2)n1C | -2 | 4 | 2 | 7 | 15 | -1 | 4 | -6 | 11
COc1cccc(N(C(=O)CS(=O)CC(=O)Nc2ccc(F)cc2)C(C(=O)NC2CCCCC2)c2cccs2)c1 (stereo not given) | -2 | 10 | -5 | 3 | -5 | 7 | -3 | -22 | 6
Cn1c(CNC(=O)c2ccc(Cl)cc2)nnc1SCC(=O)Nc1sc2c(c1C#N)CCCC2 | 0 | 5 | 7 | 4 | 3 | 7 | 26* | -1 | 3
O=C(O)C1SCCN1S(=O)(=O)c1ccc2ccccc2c1 (stereo not given) | 0 | 2 | 0 | 2 | 7 | 8 | 14 | 1 | -1
Cc1cccc(N2C(S)=C(C#N)C(=O)NC2c2cccs2)c1 (stereo not given) | -1 | -8 | 1 | 2 | 7 | -2 | 30* | 3 | 1
CC1CCCCC1NC(=S)Nc1ccc(SC(F)F)cc1 (stereo not given) | -11 | 10 | -13 | 0 | -6 | -7 | -1 | 1 | -2
Cc1ccc2nsnc2c1NS(=O)(=O)c1c(C)ccc2nsnc12 | 0 | 2 | 4 | 7 | 9 | 7 | 6 | 6 | -11

Record cards, as listed above. Order of screens: LYPLA1 counter | EBNA-1 inh | LYPLA2 counter | pPAFAH FP inh | PAFAH1B3 inh | PREPL inhibitor | PAFAH1B2 FP inh | PAFAH2 inh | ZTA DNA inh
CN1CC(=O)N(C)c2ncn(Cc3ccccc3)c2C1=O is entered as 2 | 6 | 1 | -1 | 4 | 9 | -3 | 0 | 1
O=C(CNC1CCCCCC1)c1cccs1 is entered as -2 | 4 | 1 | 2 | 5 | 2 | 2 | 6 | -2

This is a subset; count on the stated rates, not on these rows.
